# PABP1 MLLE inh: inhibitors of microRNA-mediated deadenylation, human PABP1 MLLE binding. P11940. GST-MLLE / FITC-PAM2 fluorescence polarization. inhibition, % at 20 µM. 360,000 compounds, 0.36% hits; in the data active means inhibition above about 35%, passing the limit was not always enough;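 further: plate controls were DMSO wells with GST-MLLE for no effect and wells lacking GST-MLLE protein for full effect; some results filed as inactive read as strong as hits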
# FAS-TE inh: blocks the thioesterase domain of human fatty acid synthase. recombinant FAS-TE, OMFH fluorogenic substrate, fluorescence endpoint. P49327. 360,000 compounds, 0.67% hits. inhibition, % at 15 µM;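 active means compounds whose normalised, plate-corrected inhibition of enzyme fluorescence in the single-dose primary screen is 50% or more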;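 further: 0% = DMSO with enzyme and 100% = substrate without enzyme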
# Rpn11 inh: blocks the human proteasome subunit Rpn11; 360,000 compounds, 0.59% hits; human 26S proteasome, Ub4-pepOG fluorescence polarization; 20S core pre-blocked with epoxomicin; calls only at 20 µM; O00487; AID 588493;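 active means inhibition at 20 µM, scaled to each plate's controls, above about 33%, limit read from the data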
# NadD inh: inhibitors of Staphylococcus aureus NadD. purified NadD enzyme, colorimetric absorbance read-out. 360,000 compounds, 0.78% hits. inhibition, % at 20 µM; in the data active means inhibition above about 26%; further: some compounds past the cut are filed as inactive
# CSN inh: CSN deneddylation inhibition | AID 651999 | 360,000 compounds, 0.38% hits | inhibition, % at 12.5 µM | Q92905 | Purified CSN, SCF-Nedd8-OG deneddylation, fluorescence polarization;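 active means pattern-corrected inhibition above about 35%, with an unprinted fluorescence ratio check between 0.5 and 1.5, limit read from the data, passing the limit was not always enough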;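 further: 0% = enzyme with substrate and 100% = substrate without enzyme; some results filed as inactive read as strong as hits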
#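 assay system = purified human Csn5 enzyme expressed in HEK293T cells | amount = 0.24 nM enzyme | buffer or medium = Tris/NaCl/DTT buffer, pH 7.5 | reagent = 10 nM SCFSkp2-Nedd8OG | compound = one concentration, 12.5 µM, 0.25% DMSO | times = 90 min reaction at room temperature | signal = FP | read-out basis = % inhibition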
# SKN-1 block: C. elegans SKN-1 inhibition | C. elegans VP596 Pgst-4::GFP/RFP ratio, acrylamide-induced, 24 h | inhibition, % at 21.8 µM | 360,000 compounds, 0.49% hits | AID 624304;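 active means interference check ratio from 0.5 to 1.5 plus GFP to RFP signal ratio inhibition reaching or exceeding a fixed threshold, cut at about 30% in these data, passing the limit was not always enough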; further: some compounds called inactive have numbers as strong as hits
# Rin1 Abl inh: inhibitors of human Rin1-Abl protein interaction; TR-FRET Rin1/Abl binding, biochemical; 360,000 compounds, 0.4% hits; inhibition, % at 7.35 µM; P00519+Q13671; in the data active means inhibition above about 5%, passing the limit was not always enough
# Target sequence (P00519 whole entry, looked up): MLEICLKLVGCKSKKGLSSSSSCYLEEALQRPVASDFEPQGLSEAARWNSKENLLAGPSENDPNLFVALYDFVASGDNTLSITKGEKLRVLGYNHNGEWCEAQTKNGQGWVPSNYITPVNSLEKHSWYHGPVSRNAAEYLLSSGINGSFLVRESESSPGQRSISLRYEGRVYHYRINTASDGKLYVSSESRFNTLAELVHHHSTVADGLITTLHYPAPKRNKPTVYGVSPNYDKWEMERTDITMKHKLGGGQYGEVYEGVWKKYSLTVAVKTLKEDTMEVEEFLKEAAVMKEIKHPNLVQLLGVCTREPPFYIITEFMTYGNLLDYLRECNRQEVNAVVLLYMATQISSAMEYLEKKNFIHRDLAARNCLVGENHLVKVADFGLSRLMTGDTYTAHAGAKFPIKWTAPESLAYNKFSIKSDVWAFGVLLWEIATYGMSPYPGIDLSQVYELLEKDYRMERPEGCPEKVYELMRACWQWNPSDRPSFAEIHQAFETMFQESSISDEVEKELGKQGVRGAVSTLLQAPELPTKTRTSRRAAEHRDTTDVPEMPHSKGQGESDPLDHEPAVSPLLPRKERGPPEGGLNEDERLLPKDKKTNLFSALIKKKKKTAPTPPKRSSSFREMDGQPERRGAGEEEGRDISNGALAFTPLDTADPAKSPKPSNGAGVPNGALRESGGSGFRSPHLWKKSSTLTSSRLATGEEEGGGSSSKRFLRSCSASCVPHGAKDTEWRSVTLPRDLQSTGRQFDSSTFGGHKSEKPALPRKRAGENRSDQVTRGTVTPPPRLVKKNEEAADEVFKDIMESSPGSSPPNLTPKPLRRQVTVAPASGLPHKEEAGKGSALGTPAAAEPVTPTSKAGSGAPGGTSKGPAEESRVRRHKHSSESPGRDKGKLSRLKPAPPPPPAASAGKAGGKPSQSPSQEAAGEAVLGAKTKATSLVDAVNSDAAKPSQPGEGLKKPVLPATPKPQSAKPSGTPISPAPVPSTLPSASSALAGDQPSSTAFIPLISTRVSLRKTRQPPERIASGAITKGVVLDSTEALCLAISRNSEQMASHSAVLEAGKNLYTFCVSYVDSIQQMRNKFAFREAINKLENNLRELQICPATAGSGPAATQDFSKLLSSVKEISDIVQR
# Target sequence (Q13671 whole entry, looked up): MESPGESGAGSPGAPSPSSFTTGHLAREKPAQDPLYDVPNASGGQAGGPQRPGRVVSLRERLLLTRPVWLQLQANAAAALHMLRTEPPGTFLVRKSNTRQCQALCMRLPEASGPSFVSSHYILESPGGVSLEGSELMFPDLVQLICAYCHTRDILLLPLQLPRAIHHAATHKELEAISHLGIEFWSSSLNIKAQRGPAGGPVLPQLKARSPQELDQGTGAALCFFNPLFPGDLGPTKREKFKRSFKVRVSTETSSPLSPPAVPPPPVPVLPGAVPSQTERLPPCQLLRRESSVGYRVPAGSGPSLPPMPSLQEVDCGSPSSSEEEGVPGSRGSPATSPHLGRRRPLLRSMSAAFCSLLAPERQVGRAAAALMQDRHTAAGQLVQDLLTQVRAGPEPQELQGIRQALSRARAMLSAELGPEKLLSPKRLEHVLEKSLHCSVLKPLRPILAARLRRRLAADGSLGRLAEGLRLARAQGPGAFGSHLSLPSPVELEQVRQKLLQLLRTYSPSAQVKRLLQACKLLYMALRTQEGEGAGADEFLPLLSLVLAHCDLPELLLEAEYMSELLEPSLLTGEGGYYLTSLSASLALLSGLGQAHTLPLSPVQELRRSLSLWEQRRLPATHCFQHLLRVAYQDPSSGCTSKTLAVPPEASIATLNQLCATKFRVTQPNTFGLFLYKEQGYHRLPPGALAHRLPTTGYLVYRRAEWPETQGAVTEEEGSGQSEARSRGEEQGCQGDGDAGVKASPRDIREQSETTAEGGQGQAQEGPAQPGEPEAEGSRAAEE
# MT1-MMP act inh: MT1-MMP (human) activation inhibition | 360,000 compounds, 0.061% hits | GFP/RFP ratio change, % at 20 µM | HT1080 RFP-PRO-GFP cells, GFP/RFP ratio fluorescence, overnight; percent of plate control window, DMSO zero;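 active means GFP/RFP ratio change of at least 30% with cell ATP level not reduced by more than half and red fluorescence within 50% of control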; further: strong numbers were not always called active
#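 Compound: 20 µM single dose, 1% DMSO / System: HT1080 RFP-PRO-GFP cells / Controls: DMSO and RFP-L50D-GFP cell wells / Read-out basis: GFP/RFP fluorescence ratio / Schedule: overnight compound exposure at 37 °C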
# Neddylation inh: cullin neddylation inhibition. P61081+Q13564. AID 651699. 360,000 compounds, 0.58% hits. calls only at 25 µM. TR-FRET cullin neddylation, biochemical; in the data active means inhibition above about 36%
# * = called active by the depositor; i = inactive; . = not tested or not shown.
SMILES,PABP1 MLLE inh,FAS-TE inh,Rpn11 inh,NadD inh,CSN inh,SKN-1 block,Rin1 Abl inh,MT1-MMP act inh,Neddylation inh
O=C(c1ccc(NS(=O)(=O)c2ccc(F)cc2)cc1)N1CCCCC1,3,-7,i,-5,-2,2,0,1,i
COc1cc(-c2noc(CCC(=O)NC3CCCCC3)n2)cc(OC)c1OC,-13,-3,i,4,-1,17,-2,7,i
COc1ccc(C(=O)COC(=O)CCn2nnc(-c3cccc(O)c3OC)n2)cc1,4,-7,i,0,-2,1,-2,0,i
CCOC(=O)c1c(NC(=O)C(F)(OC)C(F)(F)F)sc(C(=O)N2CCCCC2)c1C (stereo unspecified),-3,5,i,-1,1,28,1,-3,i
Oc1ccc(Cl)cc1N=Nc1ccccc1,-2,13,i,-9,-5,7,4,1,i
Cc1ccc(C2CC(c3cccs3)=NN2C(=O)CSc2nc(=O)n3cc(C)ccc3n2)cc1 (stereo unspecified),-5,51*,i,22,1,-8,-2,1,i
Cc1cc(C)c(NC(=O)CNC(=O)c2ccccc2SCC(=O)N2CCCC2)c(C)c1,14,-3,i,-2,1,-7,2,0,i
CCOC(=O)c1c(S(=O)(=O)NCC(=O)Nc2cc(C)ccc2C)c(C)n(C)c1C,3,-1,i,-9,-1,5,3,1,i
N#Cc1c2c(c(NCc3ccco3)n3c1nc1ccccc13)CCC2,-7,2,i,12,6,18,-4,-4,.
O=S(=O)(NC1CCCCCC1)c1cccc2cccnc12,2,11,i,-7,-5,-14,0,-2,i
O=C(/C=C/c1cccs1)Nc1ccc(N2CCOCC2)c(S(=O)(=O)Nc2ccccc2Cl)c1,7,27,i,23,2,1,1,7,i
Cc1cc(C)n(-c2nc(NCC(C)O)c3c4c(sc3n2)COC(C)(C)C4)n1 (stereo unspecified),7,-4,i,-4,8,11,-3,9,.
CCOC(=O)CN1CC23C=CC(O2)C(C(=O)NC2CCCCCC2)C3C1=O (stereo unspecified),4,-3,i,2,-5,0,-1,-9,i
CC(=O)OCCC(C)C,7,-8,i,-2,2,-3,-3,1,i
CCN(C(=O)CN1C(=O)/C(=C/c2ccccc2)SC1=S)C1CCS(=O)(=O)C1 (stereo unspecified),19,-6,i,1,2,6,0,-1,i
Cc1ccc(S(N)(=O)=O)cc1NC(=O)C1CC2CCC1C2 (stereo unspecified),3,-7,i,6,7,3,3,-2,i
O=C(Oc1ccc(=O)n(-c2ccccc2)n1)c1ccc(F)cc1,14,0,i,3,3,3,1,-1,i
Cn1c(CNC(=O)c2ccccc2F)nnc1SCc1ccc(F)cc1,3,-4,i,3,1,4,-2,1,i
CC(C)C(NC(=O)c1ccccc1)C(=O)NC1CCCc2ccccc21 (stereo unspecified),12,-2,i,1,-3,-9,3,-3,i
O=C(COC(=O)c1cc(S(=O)(=O)N2CCOCC2)ccc1Cl)NC1CC1,-2,-6,i,-1,0,6,-1,2,i

# Some of the entries so far, with values under each structure.
# Values run as follows: PABP1 MLLE inh | FAS-TE inh | Rpn11 inh | NadD inh | CSN inh | SKN-1 block | Rin1 Abl inh | MT1-MMP act inh | Neddylation inh
> Cc1cc(C)c(NC(=O)CNC(=O)c2ccccc2SCC(=O)N2CCCC2)c(C)c1
→ 14 | -3 | i | -2 | 1 | -7 | 2 | 0 | i
> CCOC(=O)c1c(S(=O)(=O)NCC(=O)Nc2cc(C)ccc2C)c(C)n(C)c1C
→ 3 | -1 | i | -9 | -1 | 5 | 3 | 1 | i
> N#Cc1c2c(c(NCc3ccco3)n3c1nc1ccccc13)CCC2
→ -7 | 2 | i | 12 | 6 | 18 | -4 | -4 | .
> O=S(=O)(NC1CCCCCC1)c1cccc2cccnc12
→ 2 | 11 | i | -7 | -5 | -14 | 0 | -2 | i
> O=C(/C=C/c1cccs1)Nc1ccc(N2CCOCC2)c(S(=O)(=O)Nc2ccccc2Cl)c1
→ 7 | 27 | i | 23 | 2 | 1 | 1 | 7 | i
> Cc1cc(C)n(-c2nc(NCC(C)O)c3c4c(sc3n2)COC(C)(C)C4)n1 (stereo unspecified)
→ 7 | -4 | i | -4 | 8 | 11 | -3 | 9 | .
> CCOC(=O)CN1CC23C=CC(O2)C(C(=O)NC2CCCCCC2)C3C1=O (stereo unspecified)
→ 4 | -3 | i | 2 | -5 | 0 | -1 | -9 | i
> CC(=O)OCCC(C)C
→ 7 | -8 | i | -2 | 2 | -3 | -3 | 1 | i
> CCN(C(=O)CN1C(=O)/C(=C/c2ccccc2)SC1=S)C1CCS(=O)(=O)C1 (stereo unspecified)
→ 19 | -6 | i | 1 | 2 | 6 | 0 | -1 | i
> Cc1ccc(S(N)(=O)=O)cc1NC(=O)C1CC2CCC1C2 (stereo unspecified)
→ 3 | -7 | i | 6 | 7 | 3 | 3 | -2 | i
> O=C(Oc1ccc(=O)n(-c2ccccc2)n1)c1ccc(F)cc1
→ 14 | 0 | i | 3 | 3 | 3 | 1 | -1 | i
> Cn1c(CNC(=O)c2ccccc2F)nnc1SCc1ccc(F)cc1
→ 3 | -4 | i | 3 | 1 | 4 | -2 | 1 | i

# (next part)
SMILES,PABP1 MLLE inh,FAS-TE inh,Rpn11 inh,NadD inh,CSN inh,SKN-1 block,Rin1 Abl inh,MT1-MMP act inh,Neddylation inh
O=S(=O)(Nc1ccc2c(c1)OCO2)c1ccc(F)c(F)c1,23,1,i,4,1,-2,2,2,i
O=C(Nc1cccc(Cl)c1)Nc1ccccc1NS(=O)(=O)c1cccs1,-2,15,i,1,-2,17,0,5,i
Cc1cc(OCC(=O)NCc2cccnc2)c2c(C)cc(=O)oc2c1,3,0,i,-5,2,1,1,2,.
Cc1ccc(CS(=O)(=O)c2ccc(C(=O)N3CCCCC3)cc2[N+](=O)[O-])cc1,0,-1,i,-1,-6,-3,-4,3,i
CN1C(=O)CC(N2CCN(c3ccccn3)CC2)C1=O (stereo unspecified),7,-9,i,-3,8,-1,-1,2,i
CCCCN(CC)CCCNC(=O)c1cc2c(=O)n(CC)c3ccccc3c2s1,-8,1,i,-10,4,6,-4,11,.
CC(C)(C)NC(=O)C(c1ccccn1)N(C(=O)c1ccc2c(c1)OCCO2)C1CCCC1 (stereo unspecified),-3,2,i,3,-1,2,-3,-6,i
CN(C)C(CNC(=O)c1ccccc1C(F)(F)F)c1ccco1 (stereo unspecified),-1,-6,i,-3,1,-1,4,0,i
CN(CCc1ccccc1)c1ccc([N+](=O)[O-])cn1,9,23,i,-3,-5,14,0,-3,i
CCC(C)c1ccc(NC(=O)Nc2cccnc2)cc1 (stereo unspecified),-5,0,i,-5,2,10,-2,-3,i
CCCCOC(=O)C1=C(C)NC(=O)NC1c1cc2c(cc1Br)OCO2 (stereo unspecified),-7,8,i,-2,2,11,-1,0,i
CCCCNc1nc(CC)c2c(c1C#N)CCCC2,16,11,i,16,-4,24,0,4,i
CC1CCCCC1NC(=S)NC(=O)c1cccs1 (stereo unspecified),21,18,i,-10,-2,-2,-3,-1,i
Cc1c(C(=O)NCc2ccc(F)cc2)c(-c2ccccc2)nn1-c1ccccc1,3,4,i,-4,2,15,-2,-1,i
COc1cc(N(C(C)=O)c2ccc(O)cc2)c2ncccc2c1,-16,-4,i,7,0,-6,4,2,i
Cc1nn2c(NCCCN3CCOCC3)c3c(nc2c1-c1ccccc1)CCC3,-17,5,i,-9,-2,-6,4,-4,.
NC(=O)/C=C/C(=O)Nc1ccc(Cl)cc1,24,-3,i,-2,1,-1,-3,1,i
COc1ccc(CNCC(O)(c2ccccc2)c2ccc(F)cc2)cc1OC (stereo unspecified),0,0,i,-9,4,14,0,-1,i
Cc1ccccc1-c1cc2nc(C)c(C)c(=O)n2[nH]1,0,-5,i,0,1,-16,2,3,.
CCOC(=O)C1(Cc2cccc(OC)c2)CCCN(C(=O)c2cc(CC(C)C)[nH]n2)C1 (stereo unspecified),-2,-1,i,-5,-3,10,-1,-1,i
O=C(C1CCN(S(=O)(=O)c2ccc(Cl)cc2)CC1)N1CCCCCCC1,-3,2,i,9,2,-11,-1,2,i
O=C(c1ccc(-n2nc(C(F)(F)F)c3c2CCCC3)cc1)N1CCOCC1,3,-8,i,-7,-1,12,-2,-1,i
COc1cc2c(cc1NC(C)=O)CCCC2,-8,-8,i,-3,4,4,3,7,i
C=CCSc1cc(C)nc2c(-c3ccccc3)cnn12,-118,16,i,-10,-3,0,-3,2,i
CSc1nc(N)nc2c1ncn2CC(=O)NCc1ccc2c(c1)OCO2,4,-9,i,-6,-2,0,-2,2,i
CCOC(=O)N1CCN(C(=O)c2ccc3c(Cl)c4c(nc3c2)CCCC4)CC1,10,4,i,4,-4,-9,2,1,i
CN(C)c1ccc(/C=C/C(=O)c2ccccc2)cc1[N+](=O)[O-],1,-10,i,1,-2,17,-4,1,i
CC12CCC(C(=O)N3CCCc4ccccc43)(CC1=O)C2(C)C (stereo unspecified),-5,2,i,5,1,3,2,-5,i
O=C1/C(=C/c2ccco2)CCC1C1CCCC1 (stereo unspecified),-2,9,i,-5,0,28,2,4,i
Cc1ccccc1C(=O)NC(=S)N(C)CCc1ccccn1,25,-4,i,-7,2,-10,-5,-2,i
CC1CC(C)CN(CCOc2ccc(Cl)cc2Cl)C1 (stereo unspecified),-7,-2,i,-3,4,10,0,1,i
Clc1ccc(-c2nsc(N3CCOCC3)n2)c(Cl)c1,-7,2,i,-7,0,26,-1,1,i
COc1ncc(-c2c(-c3ccccc3OC)sc3ccccc23)cn1,.,13,.,1,9,2,.,-1,i
O=C(Nc1cnccn1)c1cccnc1,-6,-9,i,-3,-4,-10,0,2,i
O=C(O)c1ccc(-n2nnnc2Oc2ccccc2C(=O)N2CCOCC2)cc1,4,-5,i,0,-2,9,2,-4,i
COc1cc(/C=N/NC(=O)c2sc3ccccc3c2Cl)ccc1OC(=O)c1ccc([N+](=O)[O-])cc1,7,16,i,29,0,-4,-4,-4,i
Cc1ccc(C2c3c(-c4ccccc4O)n[nH]c3C(=O)N2Cc2ccncc2)cc1 (stereo unspecified),-3,-50,i,11,5,-18,0,-13,i
CN(C)C(=O)CC12CC3CC(C1)CC(CC(=O)N(C)C)(C3)C2,-6,-11,i,3,7,-3,6,1,i
O=C(N/C(=C/c1cccc([N+](=O)[O-])c1)C(=O)N1CCOCC1)c1ccc(Br)cc1,-5,12,i,-7,-5,-4,-2,1,i
NS(=O)(=O)c1ccc(NC(=S)NC(=O)/C=C/c2ccco2)cc1,4,-4,i,2,12,8,4,-11,i
CCCCC(=O)Nc1nc(C)c(-c2csc(Nc3ccc(Cl)cc3)n2)s1,-2,26,i,20,9,15,-1,19,i
CCOC(=O)c1c(NC(C)=O)sc2c1CCCNC2=O,-1,-10,i,-1,0,-10,0,-5,i
Cc1cccc(C)c1N1CCN(c2cc(Cl)nc(N)n2)CC1,1,8,i,-6,5,8,-2,-6,i
CC1CCCCN1C(=O)COC(=O)c1n[nH]c2ccccc12 (stereo unspecified),5,-1,i,-2,3,8,-3,-1,i
O=C(CCNS(=O)(=O)c1cccc(C(F)(F)F)c1)NC1CC1,-10,-6,i,-3,2,2,0,3,i

# High-throughput results (PubChem BioAssay)
